Giardia kill: kills Giardia lamblia; activity change, % at 7.66 µM, hits read low; Giardia lamblia trophozoite viability; 0.15% of 340,000 active; in the data active means activity change below about -80%; inconclusive means between about -30% and that limit;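 further: parasites exposed to compound for two days anaerobically before the ATP read; on the % scale 0 is the no-effect control and ±100 the full control effect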
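Each well holds 100 Giardia trophozoites and compound. After two days (48 hrs) at 37 deg C in anaerobic conditions, ATP is quantified by luminescence.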
GALK inhibitor: galactokinase (human) inhibition | P51570 | Purified GALK, Kinase-Glo residual ATP luminescence | Potency, µM (titrated, usually from 57.5 µM), for the others: at the top dose activity change, negative = inhibition, actives largely listed as inhibitors | 0.007% of 270,000 active | AID 1868; further: potency means the concentration at half of the fitted maximal effect; on the % scale 0 is the no-effect control and ±100 the full control effect
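Kinase-Glo Plus luminescence measured ATP left after a 1 h room-temperature reaction. The reaction used 5 nM GALK, 100 uM galactose and 35 uM ATP at pH 8.0 (20 mM HEPES, 5 mM MgCl2, 60 mM NaCl, 1 mM DTT, 0.01% BSA).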
PKM2 act: increases activity of human pyruvate kinase M2; 0.34% of 260,000 active; AID 1631; Potency, µM (doses to about 57.5 µM), for the others: at the highest dose activation, hits mostly activators; P14618; purified PKM2, Kinase-Glo ATP luminescence, activation; response scale: 0% is enzyme alone, no compound; further: potency means the concentration at half of the fitted maximal effect; on the % scale 0 is the no-effect control and ±100 the full control effect; nearly all actives have a fitted effect of over 55% in size
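Kinase-Glo luminescence reports ATP generated from ADP (0.1 mM) and PEP (0.5 mM) by purified hPK-M2 after 1 h at room temperature, pH 7.2 imidazole buffer; intermediate enzyme activity allows detecting inhibitors and activators.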
Menin-MLL TR inh: inhibitors of human menin-MLL interaction, mutant MLL peptide. O00255. Menin + Texas Red MLL mutant peptide, fluorescence polarization. Potency, µM (series often up to 61.6 µM), for inactives: at the top dose FP activity change, negative = inhibition, most hits filed as inhibitors. 0.23% of 270,000 active. AID 1768; active means well fitted inhibition curve with a large enough effect in the polarisation, with a control signal flat, not every such curve was filed as active; inconclusive means small, poorly fitted or top-dose-only effect, or effect the other way, or a change in a side signal; inactive means no such curve, though single readings can be large or run the other way; the % refers to the polarisation; further: potency means the concentration at half of the fitted maximal effect; % of control where 0% means no effect; many of its hits are not listed in these tables
B2AR arrestin: recruits beta-arrestin to the human beta2-adrenergic receptor | P07550 | beta-arrestin recruitment to beta2AR, cell-based reporter | Potency, µM (titrated, usually from 46.1 µM), for the others: top-dose activation, most hits filed as activators | 0.02% of 330,000 active | AID 492947;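 further: potency means the concentration at half of the fitted maximal effect; 0% = DMSO controls and full agonism = EC100 isoproterenol or metaproterenol; nearly all actives have a fitted effect of over 65% in size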
TRPV1 agonist: agonists of human vanilloid receptor 1 (TRPV1) | Q8NER1 | TRPV1-expressing cells, Fluo-8 calcium influx, agonist mode | activation, % at 8.33 µM | 0.19% of 320,000 active | AID 540275; in the data active means activation above about 80%; inconclusive means between about 30% and that limit; further: 0% is about no effect
Target sequence (Q8NER1 whole entry, looked up): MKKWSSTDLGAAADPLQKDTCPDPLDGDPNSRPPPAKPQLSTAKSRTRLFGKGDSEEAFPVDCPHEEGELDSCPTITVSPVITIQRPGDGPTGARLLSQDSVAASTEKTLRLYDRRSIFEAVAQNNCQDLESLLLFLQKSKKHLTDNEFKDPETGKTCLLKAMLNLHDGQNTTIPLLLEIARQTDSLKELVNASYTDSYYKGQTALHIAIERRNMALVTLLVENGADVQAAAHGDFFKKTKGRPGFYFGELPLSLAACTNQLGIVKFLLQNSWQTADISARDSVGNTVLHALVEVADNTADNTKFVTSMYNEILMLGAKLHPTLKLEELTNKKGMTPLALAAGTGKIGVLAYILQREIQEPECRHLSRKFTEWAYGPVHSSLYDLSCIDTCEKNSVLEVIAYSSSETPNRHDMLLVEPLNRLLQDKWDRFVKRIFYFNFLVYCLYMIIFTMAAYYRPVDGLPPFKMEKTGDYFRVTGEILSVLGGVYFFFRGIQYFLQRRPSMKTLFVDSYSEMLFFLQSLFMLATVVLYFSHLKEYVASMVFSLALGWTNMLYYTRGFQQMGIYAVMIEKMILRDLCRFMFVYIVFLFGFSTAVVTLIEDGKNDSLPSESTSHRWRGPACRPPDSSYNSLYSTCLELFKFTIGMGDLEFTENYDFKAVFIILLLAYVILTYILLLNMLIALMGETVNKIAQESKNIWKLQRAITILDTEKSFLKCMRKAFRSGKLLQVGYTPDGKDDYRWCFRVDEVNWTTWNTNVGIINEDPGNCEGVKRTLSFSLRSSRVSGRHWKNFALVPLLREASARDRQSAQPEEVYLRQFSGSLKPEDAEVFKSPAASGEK
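Fluo-8 calcium influx in TRPV1-expressing cells, kinetic read (ex 480/em 520 nm). Compound added and read 3 min for agonist activity, followed by capsaicin at EC20 final and 2 min further read for enhancement.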
KCNH2 3.1 block: blocks the human KCNH2 3.1 channel isoform | 0.95% of 340,000 active | activity change, % (tested at about 1.8 µM) | U2OS KCNH2 3.1, thallium flux FluxOr; stronger effect = lower value | AID 720553;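 active means maximum activity change below -70%; inconclusive means maximum activity change from -70% to -50%; inactive means maximum activity change above -50%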;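 further: thallium influx rate constant from kinetic fluorescence after stimulation buffer; on the % scale 0 is the no-effect control and ±100 the full control effect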
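Kinetic fluorescence (2 min after stimulation buffer) measures Tl+ influx through KCNH2 3.1 expressed by viral transduction in U2OS cells; the rate constant is normalized against DMSO controls serving as positive and negative references.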
USP2a block: inhibitors of human ubiquitin-specific protease USP2a; AID 463254; 0.01% of 330,000 active; O75604; USP2 core, Ub-CHOP2 coupled fluorogenic reporter, 485/531; Potency, µM (titrated, usually from 38.3 µM), without a hit: at the top dose activity change, negative = inhibition, hits mostly inhibitors;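 further: potency means the concentration at half of the fitted maximal effect; plate controls were DMSO wells for no effect and full inhibition by NEM control for full effect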
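Deubiquitinase activity read as fluorescence (485/531 nm) after Ub-CHOP2 cleavage activates the enterokinase reporter on its substrate; USP2 core 10nM, Ub-CHOP2 and substrate 25nM each, 30min compound preincubation then 60min RT; data normalized to NEM, curves fitted.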
hERG WT inh: blocks the wildtype human KCNH2 potassium channel | Q12809 | 0.37% of 340,000 active | activity change, % at 1.84 µM | AID 720551 | U2OS, BacMam KCNH2, thallium flux FluxOr; stronger effect = lower value;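 active means maximum activity change below -70%; inconclusive means maximum activity change between -70% and -50%; inactive means maximum activity change above -50%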; further: on the % scale 0 is the no-effect control and ±100 the full control effect
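U2OS cells transduced with wild-type KCNH2 virus are loaded with FluxOr dye for 45 min, and thallium flux is measured in kinetic reads before and after stimulation buffer. Rate constants are normalized to DMSO controls.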
MLL CXXC-DNA inh: MLL CXXC-DNA interaction inhibition | Q03164 | MLL-CXXC / FITC-HOXA9 DNA fluorescence polarization | Potency, µM (titrated, usually from 115 µM), without a hit: at the highest dose activity change, negative = inhibition, usual class: inhibitors | 0.037% of 290,000 active; active means well fitted inhibition curve with a large enough effect in the polarisation, with a control signal flat, not every such curve was filed as active; inconclusive means small, poorly fitted or top-dose-only effect, or effect the other way, or a change in a side signal; inactive means no such curve, though single readings can be large or run the other way; the % refers to the polarisation; further: potency means the concentration at half of the fitted maximal effect
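Purified MLL-CXXC (added from a 7 uM solution) was preincubated 5 min at ambient with pinned compounds in 50 mM Tris-HCl pH 7.5, 50 mM NaCl, 1 mM DTT, 0.05% BSA. Fluorescein-labeled HOX-A9 DNA (50 nM solution) followed, 30 min, then polarization read.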
Coupling enz: inhibits coupling enzyme system, counter-screen for aldolase hits; 0.67% of 290,000 active; coupling enzyme system counterscreen, AmpLite Red fluorescence; activity change, negative = inhibition, % at 58.2 µM, hits read low; in the data active means activity change below about -30%; further: on the % scale 0 is the no-effect control and ±100 the full control effect
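Counterscreen of the coupled detection system alone, without aldolase: glyceraldehyde-3-phosphate coupling enzymes plus AmpLite Red readout. Compounds at 57.5 uM final, 10 min RT preincubation, 20 min RT reaction, fluorescence 525/598 nm.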
Numbers without * were called inactive; u = inconclusive; x = no result given; [ ] = another dose, or the depositor's remark. Unless noted, the call rests on the fitted dose curve; in most records, active means well fitted curve in the direction sought with a large enough effect; inconclusive means small, poorly fitted or top-dose-only effect, or another doubt; inactive means no such curve, though single readings can be large; an effect the other way counts as inactive or inconclusive. The list is partial. The share of hits here may be higher or lower than overall.

1. COc1ccc(/C=N/NC(=O)c2cccc(Br)c2)cc1CN1CCOCC1
2. Cc1ccc(OC(=O)Cn2c(C(F)(F)F)nc3ccccc32)cc1
3. O=C1NNC(c2ccccc2)=N/C1=C\c1ccccc1Cl
4. CCOC(=O)C1CCN(c2c([N+](=O)[O-])c(C(Cl)Cl)nn2-c2ccccc2)CC1
5. COc1ccccc1CNC(=O)C12CC3CC(CC(C3)C1)C2
6. Cc1ccc(C(=O)NCC(c2ccco2)N2CCCCC2)s1 (stereo not given)

Compound	1	2	3	4	5	6
Giardia kill	21	-8	10	u	-8	3
GALK inhibitor	4%	-2%	-27%	-2%	8%	x
PKM2 act	-9%	-8%	-6%	11%	0%	x
Menin-MLL TR inh	x	4%	x	10%	-5%	x
B2AR arrestin	-0.7%	-0.2%	-0.6%	0.0%	0.0%	-1.0%
TRPV1 agonist	1	8	94*	-7	-10	22
KCNH2 3.1 block	-41	0	23	-15	4	-71*
USP2a block	-2%	1%	-2%	-2%	-1%	0%
hERG WT inh	6	0	-10	-25	2	15
MLL CXXC-DNA inh	-5%	2%	-27%	-3%	1%	x
Coupling enz	4	2	-15	-2	-2	x

Random excerpt: two entries already listed, in no set order.
5. COc1ccccc1CNC(=O)C12CC3CC(CC(C3)C1)C2
4. CCOC(=O)C1CCN(c2c([N+](=O)[O-])c(C(Cl)Cl)nn2-c2ccccc2)CC1

Compound	5	4
Giardia kill	-8	u
GALK inhibitor	8%	-2%
PKM2 act	0%	11%
Menin-MLL TR inh	-5%	10%
B2AR arrestin	0.0%	0.0%
TRPV1 agonist	-10	-7
KCNH2 3.1 block	4	-15
USP2a block	-1%	-2%
hERG WT inh	2	-25
MLL CXXC-DNA inh	1%	-3%
Coupling enz	-2	-2

More structures follow.
7. COCCCn1cc(C(=O)c2cc(OC)ccc2OCC(=O)Nc2cc(C)on2)cc(C#N)c1=O
8. CN(C(=O)CSc1nnc(-c2ccncc2)n1Cc1ccccc1)C1CCS(=O)(=O)C1 (stereo not given)
9. Nc1c(C(=O)NCc2ccco2)c2nc3ccccc3nc2n1CCc1ccc(F)cc1
10. COCC(=O)Nc1nc(-c2ccc([N+](=O)[O-])cc2)cs1
11. COc1ccccc1CNS(=O)(=O)c1ccc2c(c1)CC(C)N2C(=O)C1CC1 (stereo not given)
12. CCOC(=O)N1CCN(CC(O)COc2ccc(-c3ccccc3)cc2)CC1 (stereo not given)

Compound	7	8	9	10	11	12
Giardia kill	-4	x	-16	-27	-16	-2
GALK inhibitor	1%	9%	2%	15%	6%	-1%
PKM2 act	-2%	0%	6%	-2%	x	-4%[0.46 µM]
Menin-MLL TR inh	-4%	-2%	u	23%	10%	-12%
B2AR arrestin	-0.1%	-0.1%	0.1%	-0.1%	-0.1%	-0.4%
TRPV1 agonist	2	-3	8	12	13	-3
KCNH2 3.1 block	2	x	1	7	-8	-26
USP2a block	3%	-1%	-7%	-1%	-2%	4%
hERG WT inh	4	x	-13	6	-14	8
MLL CXXC-DNA inh	6%	-17%	-10%	1%	-6%	7%
Coupling enz	0	0	-34*	1	5	1

13. COc1cc(S(=O)(=O)N2CCN(C(=O)c3ccccc3)CC2)c(OC)cc1Br
14. COc1cc(C(C)=O)ccc1OCCCN1CCC(Cc2ccccc2)CC1
15. COc1ccc2ccccc2c1/C=N\n1c(C)cc(C)c(C(N)=O)c1=O
16. Cc1cc(C)nc(NC(=O)C(C)C)n1
17. Cc1ccc(C)c(NC(=O)C2CCCN2S(=O)(=O)c2ccc3c(c2)n(C)c(=O)c(=O)n3C)c1 (stereo not given)
18. O=S(=O)(NCCN1CCOCC1)c1ccc2ccccc2c1

Compound	13	14	15	16	17	18
Giardia kill	13	3	3	-15	-9	4
GALK inhibitor	-2%	8%	4%	0%	x	x
PKM2 act	-1%	1%	0%	-2%	-2%	x
Menin-MLL TR inh	-15%	-5%	-1%	14%	0%	x
B2AR arrestin	0.2%	0.1%	-1.2%	-0.3%	-1.7%	-0.1%
TRPV1 agonist	1	6	2	1	-5	x
KCNH2 3.1 block	-23	u	-4	4	6	-16
USP2a block	-1%	2%	1%	2%	2%	7%
hERG WT inh	x	13	-8	-2	-2	1
MLL CXXC-DNA inh	-3%	8%	5%	1%	8%	x
Coupling enz	-4	0	1	-2	0	x

19. Cc1ccc(N2C(=O)SC(N(CC(=O)O)c3ccc(C)cc3)C2=O)cc1 (stereo not given)
20. CCc1noc(C)c1C(=O)NNC(=O)COc1ccc(Br)cc1
21. O=C(Nc1ccc(Cl)c(S(=O)(=O)N2CCOCC2)c1)c1ccc2c(c1)OCO2
22. Cc1snc(SCC(=O)N/N=C(\N)COc2cccc(C(F)(F)F)c2)c1C#N
23. Cn1c(Cc2ccc3c(c2)OCO3)nnc1SCC(=O)NC1CCCC1
24. CCOC(=O)N/N=C(\CCC(=O)O)c1cccs1

Compound	19	20	21	22	23	24
Giardia kill	-4	-1	10	7	x	-5
GALK inhibitor	1%	-1%	x	0%	-2%	11%
PKM2 act	-1%	-4%	x	0%	6%	-6%
Menin-MLL TR inh	-12%	x	x	u	-5%	x
B2AR arrestin	-0.1%	0.3%	-0.7%	0.3%	-0.1%	-0.1%
TRPV1 agonist	4	-7	x	0	2	-2
KCNH2 3.1 block	-1	0	12	-6	x	-7
USP2a block	0%	1%	1%	1%	-2%	0%
hERG WT inh	-3	-15	5	4	x	-23
MLL CXXC-DNA inh	0%	13%	x	-7%	-4%	0%
Coupling enz	8	x	x	0	0	2

Printed as active in TRPV1 agonist (from the list above):
| cpd | molecule | GALK inhibitor | PKM2 act | Menin-MLL TR inh | B2AR arrestin | TRPV1 agonist | MLL CXXC-DNA inh |
| --- | --- | --- | --- | --- | --- | --- | --- |
| 3 | O=C1NNC(c2ccccc2)=N/C1=C\c1ccccc1Cl | -27% | -6% | x | -0.6% | 94* | -27% |

Later entries:
25. O=[N+]([O-])c1cc(/C=N/N2CCN(c3ccccc3)CC2)ccc1Cl
26. CCC(CO)n1c(=S)[nH]c2cc(OC)c(OC)cc2c1=O (stereo not given)
27. Cc1ccc(CCNC(=O)c2cc(S(=O)(=O)N3CCCCC3)c[nH]2)cc1
28. O=C1c2ccccc2C(=O)N1c1ncc(Cc2ccc(Cl)cc2)s1
29. COc1ccc(C2CC(=O)c3cnc(Nc4cc(C)cc(C)c4)nc3C2)cc1 (stereo not given)
30. Cc1ccc(N2CC(C(=O)OCC(=O)Nc3cc(C)on3)CC2=O)c(C)c1 (stereo not given)

Compound	25	26	27	28	29	30
Giardia kill	11	20	11	-14	8	17
GALK inhibitor	1%	-1%	x	1%	-2%	13%
PKM2 act	-1%	-1%	0%	7%	-13%	-3%
Menin-MLL TR inh	-1%	-15%	-25%	0%	-10%	28%
B2AR arrestin	-0.2%	0.0%	4.7%	-0.7%	-0.3%	-0.8%
TRPV1 agonist	-3	-2	0	0	2	1
KCNH2 3.1 block	-21	-1	-7	13	-32	6
USP2a block	2%	4%	-1%	-1%	-8%	1%
hERG WT inh	1	-6	-4	-9	-10	12
MLL CXXC-DNA inh	9%	21%	-4%	-1%	6%	8%
Coupling enz	-2	-1	2	6	x	-1

31. CCc1ccc(NC(=O)CN2CCCN(S(=O)(=O)c3ccc(F)cc3)CC2)cc1
32. COCCNC(=O)C1CCC(CNS(=O)(=O)c2cccc3nsnc23)CC1 (stereo not given)
33. Cc1ccc(OCC(=O)OCC(=O)Nc2ccc3c(c2)OCO3)cc1C
34. Cc1ccc(S(=O)(=O)N2CC=C(C(=O)NC3CC3)CC2)cc1
35. COc1ccc(CNC(=O)c2cc3c(=O)n4cccc(C)c4nc3n(CC3CCCO3)c2=N)cc1 (stereo not given)
36. COc1ccc(NC(=O)CNC(=O)Cn2cnc3sc4c(c3c2=O)CCCC4)cc1OC

Compound	31	32	33	34	35	36
Giardia kill	-5	-23	-16	-7	-15	-8
GALK inhibitor	2%	0%	x	5%	-6%	4%
PKM2 act	8%	x	x	10%	x	x
Menin-MLL TR inh	-19%	x	x	x	x	u
B2AR arrestin	-0.6%	-0.5%	0.4%	0.0%	-0.2%	-0.1%
TRPV1 agonist	6	0	x	-3	0	1
KCNH2 3.1 block	-19	-5	2	14	-7	4
USP2a block	-2%	7%	-2%	2%	2%	2%
hERG WT inh	9	-6	0	-8	1	-1
MLL CXXC-DNA inh	3%	-2%	x	-4%	45%[activator]	2%
Coupling enz	1	x	x	1	x	2
